PHOSPHO1 inh – blocks human PHOSPHO1 phosphatase activity. recombinant PHOSPHO1, absorbance phosphatase assay. inhibition, % at 13.3 µM. 290,000 tested, 1.1% active; in the data active = inhibition above about 60%
Target sequence (Q8TCT1 whole entry, looked up): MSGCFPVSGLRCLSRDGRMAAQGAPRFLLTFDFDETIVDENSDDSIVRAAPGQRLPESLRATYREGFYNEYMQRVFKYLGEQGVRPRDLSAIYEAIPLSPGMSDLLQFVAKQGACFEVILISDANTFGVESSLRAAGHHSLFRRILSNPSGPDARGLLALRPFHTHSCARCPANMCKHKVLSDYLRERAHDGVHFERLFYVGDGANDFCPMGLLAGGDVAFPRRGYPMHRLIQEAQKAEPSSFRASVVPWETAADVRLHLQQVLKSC
PfM18AAP inh – blocks P. falciparum M18 aspartyl aminopeptidase; recombinant PfM18AAP, H-Glu-NHMec fluorogenic cleavage; inhibition, % at 7.35 µM; 290,000 tested, 1.2% active; AID 1822;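 active = inhibition above the campaign mean inhibition over all tested compounds plus 3 SD, cut at about 28% in these data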;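 note: 0% = plate median of test compound wells and 100% = 2 mM ZnCl2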
MEKK3 PB1 HTS – modulators (inhibitors or enhancers) of MEK5 binding to human MEKK3 PB1 domain; 290,000 tested, 1.4% active; Q99759; binding response (% of control), % at 10 µM; bead-based flow cytometry, Alexa488-MEK5 binding to MEKK3; actives lie on both sides; 0 = blocked by unlabeled MEK5, 100 = vehicle;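 active = binding response more than 3 SD above or below the average of its plate-row segment, actives on both sides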;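 note: Alexa488 bead fluorescence after subtracting the streptavidin-only scavenger bead signal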
MEKK2wt PB1 HTS – raises or lowers MEK5 binding to wildtype human MEKK2 PB1 domain | Q9Y2U5 | bead flow cytometry, Alexa488-MEK5 binding to MEKK2 WT; actives lie on both sides | binding response (% of control), % at 10 µM | 290,000 tested, 1.1% active | AID 1531; in the data active = binding response below about 67% or above about 130%
GPR7 antag – antagonists of human GPR7 (neuropeptides B/W receptor 1) | 290,000 tested, 1.1% active | P48145 | GPR7-expressing cells, fluorescence antagonist assay | inhibition, % at 4.4 µM | AID 1861; in the data active = inhibition above about 16%, passing the limit was not always enough;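 note: cells stimulated with the agonist NPW; 0% = agonist with vehicle and 100% = vehicle without agonist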
Target sequence (P48145 whole entry, looked up): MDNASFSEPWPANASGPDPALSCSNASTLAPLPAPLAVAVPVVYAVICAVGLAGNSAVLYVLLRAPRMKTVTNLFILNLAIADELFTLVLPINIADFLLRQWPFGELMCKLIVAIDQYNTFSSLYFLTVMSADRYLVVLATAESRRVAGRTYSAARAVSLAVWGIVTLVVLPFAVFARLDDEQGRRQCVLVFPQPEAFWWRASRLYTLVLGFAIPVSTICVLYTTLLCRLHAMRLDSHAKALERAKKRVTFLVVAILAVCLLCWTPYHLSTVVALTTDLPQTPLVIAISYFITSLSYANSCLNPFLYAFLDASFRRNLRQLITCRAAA
NALP1 yeast inh – inhibitors of NALP1 inflammasome in yeast; S. cerevisiae NALP1/ASC/caspase-1 growth, X-gal OD620, 72 h; inhibition, % at 10 µM; 280,000 tested, 0.61% active; AID 2071; in the data active = inhibition mostly above about 24%, no sharp cut-off; inactive = mostly below about 32%; note: some compounds called inactive have numbers as strong as hits
DNA FID counter – fluorescent intercalator displacement, NS3 helicase counter-screen. DNA fluorescent intercalator displacement, fluorescence. inhibition, % at 7.9 µM. 290,000 tested, 0.17% active; in the data active = inhibition above about 37%;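 note: 0% = vehicle and 100% = reference compound; higher means more ethidium bromide displaced from hairpin DNA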
MEKK2mut PB1 HTS – signal of MEK5 binding to mutant human MEKK2 PB1 domain; bead flow cytometry, Alexa488-MEK5 binding to MEKK2 mutant; percent response, % at 10 µM; 290,000 tested, 0.35% active; in the data active = percent response above about 24%, passing the limit was not always enough; note: inactives centre near 1; some results filed as inactive read as strong as hits; reference of the scale not given here
OXTR ag – activates the human oxytocin receptor. CHO-OTR cells, Fluo-8 calcium fluorescence; normalized: DMSO 0%, oxytocin 100%. activation, % at 3 µM. 320,000 tested, 0.32% active. P30559. AID 2435;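 active = activation above the mean of all tested compounds plus 3 SD, cutoff set per screening run, cut at about 20% in these data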;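 note: peak over basal fluorescence ratio from a 100 s FLIPR kinetic read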
Target sequence (P30559 whole entry, looked up): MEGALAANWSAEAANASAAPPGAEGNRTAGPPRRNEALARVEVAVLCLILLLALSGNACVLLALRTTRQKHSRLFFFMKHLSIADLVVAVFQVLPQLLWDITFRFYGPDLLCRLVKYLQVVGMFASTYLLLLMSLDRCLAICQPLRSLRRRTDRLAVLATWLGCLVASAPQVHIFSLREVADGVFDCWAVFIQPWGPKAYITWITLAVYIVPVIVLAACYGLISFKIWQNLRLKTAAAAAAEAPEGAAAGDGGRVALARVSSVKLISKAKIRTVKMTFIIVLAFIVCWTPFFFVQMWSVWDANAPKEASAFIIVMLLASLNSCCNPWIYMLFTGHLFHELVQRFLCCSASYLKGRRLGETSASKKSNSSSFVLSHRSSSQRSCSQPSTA
* hit, by the source's call; · = no result given.

Structure,PHOSPHO1 inh,PfM18AAP inh,MEKK3 PB1 HTS,MEKK2wt PB1 HTS,GPR7 antag,NALP1 yeast inh,DNA FID counter,MEKK2mut PB1 HTS,OXTR ag
CC(C)[C@@H](C(=O)NC1CCN(Cc2ccccc2)CC1)N1C(=O)N2CCc3c([nH]c4ccccc34)[C@@]2(C)C1=O,-70,-2,104,119,6,-5,18,11,1.3
CCCCOc1ccc(NC(=O)Nc2nnc(C)s2)cc1,30,2,100,102,-6,12,-12,3,2.0
COc1ccc(C(=O)/C=C/c2ccccc2C(F)(F)F)cc1,-17,2,·,·,-16,18,-7,·,-0.8
C=CCN=Cc1sc2ccc(OCC)cc2c1O,-60,5,103,94,-10,32,-11,-5,-1.2
CN(c1ccccc1C(=O)Nc1ccc(F)c(Cl)c1)S(C)(=O)=O,26,2,102,101,-8,12,0,1,3.4
CC1CN(CCCCOc2ccc(F)cc2)CC(C)O1 (stereo not given),42,2,103,102,-10,-13,3,3,1.9
CCCCC(=O)Nc1ccc2c(c1)oc1ccccc12,-7,3,104,101,-2,-8,-1,4,-1.1
COc1cc(OC)c(OC)cc1/C=N/n1c(C)nnc1C,-4,-12,101,102,-18,6,5,4,0.2
O=C(CNc1cccc2ccccc12)N/N=C/C(Br)=C/c1ccccc1,28,5,108,99,-2,-2,1,1,1.2
C[C@]12C=CC(=O)C=C1CCC1C3CC[C@](O)(C(=O)CO)[C@@]3(C)CC3OC312 (stereo not given in full),-10,1,90,97,-7,16,-7,0,0.4
Cc1ccccc1OCCNc1cc(N2CCCCC2)ccc1[N+](=O)[O-],9,-18,117,118,-3,1,-4,11,-1.1
O=C(NN1C(=O)C2C3C=CC(C3)C2C1=O)c1ccncc1 (stereo not given),-5,-4,103,129,3,14,-1,25,0.6
NC(=O)C1(N2CCCCC2)CCN(C(=S)NC2CCCC2)CC1,34,-13,101,99,-4,-6,-3,1,-0.6
O=C(c1ccccc1)c1cnc2ccc(Cl)cc2c1N1CCOCC1,8,1,98,96,-14,5,-3,-3,-1.0
CNC(=O)NC(=O)CN1C(=O)NC2(CCOc3ccccc32)C1=O (stereo not given),19,-3,100,102,-12,11,-5,6,0.3
COCC1OS(=O)(=O)NC(CC(=O)SC(C)(C)C)C1C (stereo not given),-2,-1,104,106,-6,9,-6,-1,-0.8
Cc1cc(C)cc(NC(=O)CCn2cnc3cc(C)c(C)cc32)c1,4,-9,105,99,-2,-8,0,-12,-0.9
CN(C)CCCN(CCCNC(=O)/C=N/O)Cc1ccccc1,7,-2,112,179*,-9,20,1,80*,1.0
CCn1ncc(Br)c1C(=O)Nc1ccc(OC(F)(F)F)cc1,13,-2,102,104,-12,2,-12,1,-1.1
CC(=O)N1CCc2cc(S(=O)(=O)CCC(=O)NCc3ccco3)ccc21,-33,-1,124,105,-7,-3,2,-1,-0.5

Only OXTR ag (2 entries from above):
mol,OXTR ag
Cc1ccccc1OCCNc1cc(N2CCCCC2)ccc1[N+](=O)[O-],-1.1
O=C(NN1C(=O)C2C3C=CC(C3)C2C1=O)c1ccncc1 (stereo not given),0.6

Continued:
Structure,PHOSPHO1 inh,PfM18AAP inh,MEKK3 PB1 HTS,MEKK2wt PB1 HTS,GPR7 antag,NALP1 yeast inh,DNA FID counter,MEKK2mut PB1 HTS,OXTR ag
CCOC(=O)c1c(-c2ccccc2)csc1/N=C/C1C(=O)CCCC1=O,9,28,99,149,-2,22,-16,70*,5.7
CN(C)C(=O)c1cccn1-c1ncc(C(F)(F)F)cc1Cl,24,-5,100,102,-4,-22,-4,-4,0.3
Cc1nn2c(N3CCN(C)CC3)c3c(nc2c1-c1ccccc1)CCCC3,-23,-7,119,127,-3,31,10,16,1.0
O=C(NCc1nc2ccccc2[nH]1)c1ccc(Cl)c(S(=O)(=O)N2CCCC2)c1,16,8,104,105,-11,·,-6,5,-1.5
CCSc1nc(C)c(CC)c(C)c1C(N)=O,5,2,103,103,-3,15,2,3,1.0
Cc1nn(C)cc1S(=O)(=O)N1CCN(Cc2ccc(F)cc2Cl)CC1,23,0,102,105,-14,4,-2,1,1.8
COc1cc(/C=C2\CC/C(=C\c3cc(OC)c(O)c(OC)c3)C2=O)cc(OC)c1O,11,51*,86,86,-11,22,-18,-2,0.1
O=C(Nc1ccc2ccccc2c1)c1cn(-c2ccccc2)nc1-c1cccs1,12,0,102,98,5,-7,3,1,1.6
O=C(C1=C[C@@H](C2CCCCC2)C[C@@H](OCc2ccc(CO)cc2)O1)N1CCOCC1,44,4,104,102,-7,7,-41,2,0.1
COc1ccc(S(=O)(=O)N2CCN(c3nc4ccccc4nc3-n3nc(C)cc3C)CC2)cc1,-53,-2,97,95,3,15,-2,-2,·
CC1(C)NC(=O)N(CC(O)CN(c2cccc([N+](=O)[O-])c2)S(=O)(=O)c2ccccc2)C1=O (stereo not given),13,-5,102,101,-10,5,-8,-3,0.0
CC1CCC(NC(=O)CN2CCC(n3nnc4cc(F)ccc43)CC2)CC1 (stereo not given),-13,-1,106,103,-7,-4,-15,2,-1.2
Cc1cccc(C)c1NC(=O)c1ccc(-n2cnnn2)cc1,16,-2,99,106,-10,13,-2,1,-0.3
CCCCc1nc2ccccc2c(=O)n1NC(=O)c1c(O)c2c(n(CC(C)C)c1=O)CCCC2,-16,-7,97,93,6,4,2,-5,·
CC1(C)C(c2cccs2)=[N+]([O-])C2(CCCCC2=O)N1O (stereo not given),20,10,97,86,6,9,2,-12,-1.1
Cc1ccc(CNC(=O)CCCc2c[nH]c3ccccc23)cc1,32,0,99,100,0,16,-25,0,1.4
Cc1ccc(S(=O)(=O)N(CC(=O)Nc2cccc([N+](=O)[O-])c2)C2CCCCC2)cc1,-5,-14,104,109,-9,-18,2,2,-0.3
CC(=O)Nc1ccc(S(=O)(=O)NCCc2ccc(F)cc2)cc1,23,-9,97,102,-14,6,-3,6,1.8
COc1ccc(NC(=O)CCN2CCCCCC2)c(OC)c1,29,-7,97,99,-1,9,4,0,-0.7
CC(C)c1onc(C(=O)Nc2ccc3c(c2)OCO3)c1[N+](=O)[O-],-33,7,103,109,-10,5,-3,6,0.4
CN(CC(=O)Nc1ccc(F)cc1)c1ccc(S(=O)(=O)N2CCCC2)cn1,37,-4,·,·,16,-20,-4,·,1.8
CCOC(=O)c1c(N)sc2c1CCSC2,65*,11,93,92,-11,6,-10,-6,-0.3
Cc1ccc(C(=O)C(OC(=O)CN2C(=O)c3ccccc3C2=O)c2ccccc2)cc1C (stereo not given),13,-2,103,97,-1,-6,2,6,0.1
N#CCC(=O)NNC(=S)Nc1ccccc1C(F)(F)F,42,46*,109,117,-5,0,-4,12,1.4
O=C(CCn1c(=O)sc2ccccc21)NC1=NCCS1,-2,2,109,110,10,-2,1,7,0.2
COc1ccc(Cn2c(N)c(C#N)c3nc4ccccc4nc32)cc1,-4,8,·,·,18,35,-14,·,3.6
Oc1ccc(-c2cn3cc(C(F)(F)F)ccc3n2)cc1,4,2,97,99,-12,38,-3,-1,0.4
CC(C)[N+]1=C2C=CC=CC=C2SC12C([N+](=O)[O-])=CC(=[N+]([O-])[O-])C=C2[N+](=O)[O-] (stereo not given),6,13,92,85,-9,9,1,-8,0.0
CC(Sc1nnc(Cc2ccc([N+](=O)[O-])cc2)o1)C(N)=O (stereo not given),42,0,100,102,3,10,9,2,0.9
COc1cccc(=O)c2c(C)n(-c3cc(C)cc(C)c3)c(C)c12,14,2,101,91,-5,4,-14,-1,-1.2
Cc1ccc(S(=O)(=O)N(C)C)cc1NC(=O)c1ccc(OC(F)(F)F)cc1,16,-2,103,101,-3,28,-13,4,0.6
O=C1c2ccccc2C(=O)C12OC(c1ccccc1)C1(C(=O)c3ccccc3C1=O)C2c1cccc([N+](=O)[O-])c1 (stereo not given),-11,-1,100,100,-13,12,0,0,·
COc1ccc(CCNc2nc(-c3sc(N)nc3C)cs2)cc1OC,-23,13,101,102,-4,-1,-7,-1,-1.0
O=C(COc1ccc(F)c(Cl)c1)c1ccc[nH]1,16,-5,·,·,12,14,2,·,0.6
COc1ccc(S(=O)(=O)N(CC(=O)NCc2cccnc2)Cc2ccccc2)cc1,43,-7,85,87,-5,-1,-14,-4,-0.2
CCCC(=O)Nc1c(-c2ccccc2Cl)c(=O)c2ccccc2n1C,37,6,103,102,-17,12,-5,6,-0.6
CCN(CC)CCNC(=O)c1cn(CC)c2ccc(S(=O)(=O)N(C)C)cc2c1=O,0,-7,111,106,-5,-6,1,7,0.5
CCOC(=O)c1ccc(Oc2nc(NC)nc(SC)n2)cc1,34,1,93,91,3,11,-3,0,-0.8
O=C(COC(=O)/C=C/c1ccc(S(=O)(=O)N2CCOCC2)cc1)NCc1ccc(Cl)cc1,7,2,99,100,-10,2,1,2,1.3
S=C(Nc1cccc(Cl)c1Cl)N1CCC2(CC1)OCCO2,15,22,104,101,-17,16,-1,-4,1.6
CCCCS(=O)(=O)N1CCC(C(=O)NCC2CCCO2)CC1 (stereo not given),·,-5,104,103,-13,-32,1,0,0.5
COC(=O)c1ccc(Oc2c(C)oc3cc(OCc4cnn(-c5ccccc5)c4)ccc3c2=O)cc1,-7,2,106,107,-9,14,-1,6,0.4
O=C(CCN1C(=O)c2ccccc2C1=O)Nc1ccc(S(=O)(=O)N2CCOCC2)cc1,1,-1,104,103,-11,3,-6,6,0.3
CSc1nc(C2CC2)cc(-c2cccs2)c1C#N,17,-12,·,·,1,8,6,·,2.1
CCCCCC(=O)Nc1nc(C)c(-c2csc(Nc3ccccc3OC)n2)s1,74*,2,107,109,-1,14,4,6,-2.3
O=C1NC(=Nc2ccccc2Br)SC1(CO)CO,44,0,105,109,-12,0,-3,8,-0.1
CC(C)(C)c1ccc(/C=C2\Oc3cc(OC(=O)N4CCOCC4)ccc3C2=O)cc1,-23,-8,100,102,8,23,-3,-1,0.0
Cc1nc(=S)c2c([nH]1)-c1ccccc1CC21CCCCC1,48,5,99,100,-11,-1,-5,-3,-1.3
CCO[C@H]1OC(C(=O)Nc2ccccc2)=C[C@@H](C)[C@@H]1CCCO,44,5,105,106,-7,-13,-14,6,-0.2
Cc1ccc(S(=O)(=O)N2CCOCC2)cc1NC(=O)CN1CCN(c2ccc(O)cc2)CC1,6,34*,102,103,-7,13,-22,-2,1.0
Cc1ccc(S(=O)(=O)Nc2ccc3c(c2)c2c(n3S(=O)(=O)c3ccc(C)cc3)CCCC2=O)cc1,-2,-8,97,114,-4,24,-3,0,-0.6
CN(C)c1ccc(NC(=O)CSc2nc(C3CC3)nc3ccccc23)cc1,28,0,104,91,-11,6,-31,-2,0.1
O=C(NNC(=O)C1CCN(S(=O)(=O)c2ccccc2)CC1)c1ccccc1O,-10,40*,106,109,-1,8,-6,7,0.2
CC12CC3CC(C)(C1)CC(C(=O)NC1=NCCS1)(C3)C2,7,-3,99,104,-12,-22,-5,-1,-1.6
CCN1CCN(C(=O)c2cc(COc3ccc(F)cc3F)on2)[C@@H](C)C1=O,19,-15,101,96,2,18,-13,-9,9.9
CC(NC(=O)COc1ccccc1Cl)c1ccccc1 (stereo not given),24,-3,106,108,0,17,-31,5,-1.5

Laid out differently: entries from further up
Each structure is followed by: PHOSPHO1 inh, PfM18AAP inh, MEKK3 PB1 HTS, MEKK2wt PB1 HTS, GPR7 antag, NALP1 yeast inh, DNA FID counter, MEKK2mut PB1 HTS, OXTR ag
CC(C)(C)c1ccc(/C=C2\Oc3cc(OC(=O)N4CCOCC4)ccc3C2=O)cc1
 : -23, -8, 100, 102, 8, 23, -3, -1, 0.0
CSc1nc(C2CC2)cc(-c2cccs2)c1C#N
 : 17, -12, ·, ·, 1, 8, 6, ·, 2.1
